# Source: PubChem (National Center for Advancing Translational Sciences (NCATS))
# Tb PFK inh: inhibitors of T. brucei phosphofructokinase | O15648 | hit rate 0.17% among 330,000 | T. brucei PFK, ADP-Glo luminescence | AID 485367 | Potency, µM (series often up to 57.5 µM), for inactives: at the top dose activity, negative = inhibition, hits mostly inhibitors;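 note: potency is the fitted concentration of half-maximal effect; 0% = uninhibited 1x PFK enzyme wells and -100% = no-enzyme wells; nearly all actives have a fitted effect of over 60% in size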
# Target sequence (O15648 whole entry, looked up): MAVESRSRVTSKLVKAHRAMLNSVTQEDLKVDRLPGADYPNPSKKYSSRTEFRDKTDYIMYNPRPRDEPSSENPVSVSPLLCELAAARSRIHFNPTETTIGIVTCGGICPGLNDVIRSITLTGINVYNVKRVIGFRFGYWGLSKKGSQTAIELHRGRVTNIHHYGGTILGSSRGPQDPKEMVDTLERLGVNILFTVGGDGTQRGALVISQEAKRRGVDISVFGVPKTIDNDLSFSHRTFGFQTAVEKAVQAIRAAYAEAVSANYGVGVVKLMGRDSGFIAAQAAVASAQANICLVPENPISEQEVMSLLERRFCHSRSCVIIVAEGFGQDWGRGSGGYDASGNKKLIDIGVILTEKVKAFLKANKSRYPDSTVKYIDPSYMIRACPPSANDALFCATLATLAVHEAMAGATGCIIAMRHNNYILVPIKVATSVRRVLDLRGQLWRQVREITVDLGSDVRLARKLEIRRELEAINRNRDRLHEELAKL
#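 Activity is normalized to no-enzyme wells (full inhibition) and 1.25 nM enzyme wells (no inhibition). Reaction: 0.5 mM F6P, 0.1 mM ATP, 45 min RT, ADP-Glo luminescence; concentration-response curves fitted and classed by quality.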
# PTAP TSG101 blk: blocks PTAP/TSG101 interaction to inhibit HIV-1 budding. AID 493005. Fluorescence polarization, FITC-PTAP peptide / Tsg101 binding. Q99816. Potency, µM (highest dose often 115 µM), inactives show top-dose activity change, negative = inhibition, usual class: inhibitors. 340,000 tested, under 10 active; active = well fitted inhibition curve with a large enough effect in the main read-out, with a control signal flat, not every such curve was filed as active; inconclusive = small, poorly fitted or top-dose-only effect, or effect the other way, or a change in a side signal; inactive = no such curve, though single readings can be large or run the other way; note: potency is the fitted concentration of half-maximal effect; % of control where 0% means no effect
#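 FP read-out: FITC-PTAP peptide, 50 nM final, binding Tsg101 binding domain, 10 uM final; 20 min, r.t.; 10 mM HEPES pH 7.5, 0.15 M NaCl, 0.01% Tween 20, 3 mM EDTA, 0.1 mM TCEP.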
# ELG1 repair inh: ELG1-dependent DNA repair inhibition. HEK293T ELG1-luciferase reporter, luminescence, 16 h; DNA damage induced by 5-fluorouridine. Potency, µM (doses to about 46.1 µM), without a hit: at the highest dose activity change, negative = inhibition, hits mostly inhibitors. hit rate 2.3% among 330,000. AID 504467; note: potency is the fitted concentration of half-maximal effect; % is set by controls: 0 for no effect and ±100 for the full control effect; nearly all actives have a fitted effect of over 55% in size
#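 Cells (2,000 per well) received 5-fluorouridine plus test compound or DMSO and were incubated 16 hr at 37 °C, 5% CO2. Luciferase activity was read by luminescence 30 min after ONE-Glo addition; signal suppression marked inhibition of damage-induced ELG1 function.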
# Mito fusion act: inhibitors of mitochondrial division or activators of mitochondrial fusion | S. cerevisiae fusion-defective mutant growth rescue, CellTiterGlo 48 h | Potency, µM (series often up to 46.1 µM), for the others: top-dose growth rescue (activation), usual class: activators | hit rate 0.23% among 320,000 | AID 485298;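 note: potency is the fitted concentration of half-maximal effect; % of control where 0% means no effect; nearly all actives have a fitted effect of over 45% in size; temperature-sensitive fusion mutants such as fzo1-1 at 37 °C on non-fermentable ethanol glycerol medium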
#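 S. cerevisiae fusion-defective temperature-sensitive mutants (e.g. fzo1-1, mgm1-5) grown 48 h at 37C in YPEG (ethanol/glycerol non-fermentable) medium with 23 nl compound per well; growth rescue read as CellTiterGlo luminescence.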
# B2AR arrestin: agonists driving beta-arrestin recruitment to human beta2-adrenergic receptor; P07550; beta-arrestin recruitment to beta2AR, cell-based reporter; Potency, µM (top dose mostly 46.1 µM), for inactives: at the highest dose activation, actives largely listed as activators; hit rate 0.02% among 330,000; AID 492947;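 note: potency is the fitted concentration of half-maximal effect; 0% = DMSO controls and full agonism = EC100 isoproterenol or metaproterenol; nearly all actives have a fitted effect of over 65% in size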
# Target sequence (P07550 whole entry, looked up): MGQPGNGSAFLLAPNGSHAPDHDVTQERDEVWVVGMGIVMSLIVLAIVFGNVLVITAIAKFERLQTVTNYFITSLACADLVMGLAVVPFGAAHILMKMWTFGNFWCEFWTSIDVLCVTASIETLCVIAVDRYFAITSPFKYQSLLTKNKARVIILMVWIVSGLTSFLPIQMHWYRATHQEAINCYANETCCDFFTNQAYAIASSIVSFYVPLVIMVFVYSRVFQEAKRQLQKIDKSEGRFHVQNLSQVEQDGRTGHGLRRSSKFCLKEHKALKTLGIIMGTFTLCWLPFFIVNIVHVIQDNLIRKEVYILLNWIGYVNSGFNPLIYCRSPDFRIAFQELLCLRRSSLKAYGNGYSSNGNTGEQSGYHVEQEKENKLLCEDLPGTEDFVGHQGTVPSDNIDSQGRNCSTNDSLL
# uPA surface inh: blocks generation of uPA at the cell surface; cell surface uPA generation assay, qHTS; Potency, µM (top dose mostly 38.3 µM), for inactives: at the highest dose activity change, negative = inhibition, usual class: inhibitors; hit rate 0.31% among 330,000; active = well fitted inhibition curve with a large enough effect; inconclusive = small, poorly fitted or top-dose-only effect; inactive = no such curve, though single readings can be large or run the other way; tested in mouse RAW 264.7 cells; note: potency is the fitted concentration of half-maximal effect; % is set by controls: 0 for no effect and ±100 for the full control effect; nearly all actives have a fitted effect of over 55% in size
# TSHR antag: antagonists of human thyroid stimulating hormone receptor; P16473; TSHR-expressing cells, TSH-stimulated cAMP HTRF, 2 h; active compounds read low; AID 504810; activity change, negative = inhibition, % at 11.5 µM; hit rate 0.2% among 330,000;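 active = activity change below a set negative limit, meaning inhibition stronger than a set level, cut at about -70% in these data; inconclusive = activity change between two set negative limits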; note: % is set by controls: 0 for no effect and ±100 for the full control effect
#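 TSHR-expressing cells were treated with compounds, then stimulated with TSH at EC80 (4nM final) for 2 hours at 37 deg C. Cellular cAMP was measured by HTRF competition between lysate cAMP and cAMP-d2 for a cryptate-labelled anti-cAMP antibody.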
# BCR signal inh: blocks chronic active B-cell receptor signaling; hit rate 0.05% among 340,000; ABC-DLBCL IkBa-CBG/CBR reporter, luminescence ratio, 4 h; Potency, µM (doses to about 46.1 µM), inactives show at the top dose ratio change, negative = lower green/red ratio, actives largely listed as inhibitors; active = well fitted inhibition curve with a large enough effect in the signal ratio, with a control signal flat, not every such curve was filed as active; inconclusive = small, poorly fitted or top-dose-only effect, or effect the other way, or a change in a side signal; the % refers to the signal ratio;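 note: potency is the fitted concentration of half-maximal effect; plate controls were basal doxycycline-induced cells for no effect and cells given 10 µM MG132 for full effect; MG132 reads +100%, hits lower the ratio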
#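 Doxycycline induced both beetle luciferases in TMD8 lymphoma cells; IKK-driven degradation limits the IkappaBalpha-fused green signal, while red luminescence normalises for cell number and nonspecific effects. Compounds tested up to 46 uM, 4 hrs.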
# TCR act: activators of T cell receptors | primary human leukocytes, anti-CD3, IL-2 HTRF, 48 h | Potency, µM (doses to about 9.22 µM), inactives show at the highest dose activation of IL-2 secretion, actives largely listed as activators | 330,000 tested, under 10 active | AID 504894; note: % of control where 0% means no effect
#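 TCR engagement came from a-CD3 beads alone, with compounds added to primary human leukocytes for 48 hr. Secreted IL-2 bridged europium cryptate- and d2-labelled anti-IL-2 antibodies, giving FRET emission at 665nm after 320nm excitation.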
# Eya2 phos inh: Eya2 (human) phosphatase inhibition | hit rate 0.006% among 330,000 | recombinant Eya2, OMFP fluorescence dephosphorylation (OMFP is methylfluorescein phosphate) | Potency, µM (doses to about 76.9 µM), inactives show top-dose activity, negative = inhibition, most hits filed as inhibitors; note: potency is the fitted concentration of half-maximal effect; % is set by controls: 0 for no effect and ±100 for the full control effect
#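 Eya2 (0.2 uM) preincubated 10 min at ambient with compound, then OMFP substrate added at 50 uM; 10 min reaction in 50 mM HEPES pH 7.5, 50 mM NaCl, 5 uM MgCl2, 0.05% BSA, 1 mM DTT. Fluorescence read at Ex 485/Em 525 nm.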
# USP2a inh: USP2a (human) protease inhibition. USP2 core, Ub-CHOP2 coupled fluorogenic reporter, 485/531. Potency, µM (top dose mostly 38.3 µM), without a hit: at the highest dose activity change, negative = inhibition, actives largely listed as inhibitors. hit rate 0.01% among 330,000;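 note: potency is the fitted concentration of half-maximal effect; plate controls were DMSO wells for no effect and full inhibition by NEM control for full effect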
#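 Deubiquitinase activity read as fluorescence (485/531 nm) after Ub-CHOP2 cleavage activates the enterokinase reporter on its substrate; USP2 core 10nM, Ub-CHOP2 and substrate 25nM each, 30min compound preincubation then 60min RT; data normalized to NEM, curves fitted.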
# Starred values were filed as active, the others as inactive; ? = inconclusive; nt = not tested or not shown; & = joins results of further samples; [ ] = dose if it differs, or a comment. Unless noted, calls come from the whole dose curve; as a rule, active = well fitted curve in the direction sought with a large enough effect; inconclusive = small, poorly fitted or top-dose-only effect, or another doubt; inactive = no such curve, though single readings can be large; an effect the other way counts as inactive or inconclusive. An excerpt, so the mix of outcomes need not match the whole.
SMILES,Tb PFK inh,PTAP TSG101 blk,ELG1 repair inh,Mito fusion act,B2AR arrestin,uPA surface inh,TSHR antag,BCR signal inh,TCR act,Eya2 phos inh,USP2a inh
Cc1ccccc1-n1c(O)c(C=Nc2ccc3c(c2)OCO3)c(=O)[nH]c1=O,-0.6%,-3.6%,1.7%,1.2%,-0.1%,-6.0%,-1.3,-4.9%,7.5%,-12.0%[15.4 µM],-0.3%
Cc1cc(C)cc(OCCOc2cccc(C=C3C(=O)NC(=O)NC3=O)c2)c1,2.2%,-1.9%,-6.6%,4.1%,-0.1%,9.1%,-17.3,?,1.3%,2.5%,-0.8%
C[C@H](CO)N1C[C@H](C)[C@@H](CN(C)S(=O)(=O)c2cccs2)Oc2ccc(NC(=O)Nc3ccc4c(c3)OCO4)cc2C1=O,0.1%,-4.2%,?,nt,-0.5%,-12.8%,-11.7,-4.4%,-3.2%,-18.1%,-1.7%
CCN(CC)CCNC(=O)c1c(O)c2ccccc2n(Cc2ccccc2)c1=O,-0.5%,-1.8%,-0.4%,-13.8%,0.3%,-7.4%,6.0,-13.3%,-8.5%,0.5%,1.0%
COc1nc2ccccc2c(=O)n1-c1ccc(C)cc1,9.7%,0.2%,-1.4%,-0.1%,-1.0%,1.3%,-6.1,?,0.2%[46.1 µM],-3.4%,5.0%
CCOC(=O)COc1ccc2c(c1)c(C(C)=O)c(C)n2Cc1ccccc1,-5.1%,1.0%,5.1%,-2.3%,0.0%,-2.5%,-1.5,6.1%,1.4%,0.5%,2.6%
CC(ON1CC1(C(F)(F)F)C(F)(F)F)(C(N)=O)C(N)=O (stereo unspecified),-3.6%,-3.1%,-12.4%,0.1%,0.0%,-1.8%,7.3,-0.6%,-1.3%[46.1 µM],2.1%,0.4%
CCCc1cc(=O)oc2cc(OCC(=O)N3CCC(C(=O)O)(c4ccccc4)CC3)ccc12,-4.8%,-5.0%,5.8%,0.6%,0.1%,8.1%,-5.6,14.9%,1.8%,4.4%,-2.0%
O=C1NC(=O)C(CCc2ccccn2)(Cc2cccc(Cl)c2Cl)C(=O)N1c1ccc(Br)cc1 (stereo unspecified),-1.5%,-3.7%,-3.9%,11.2µM*,-0.3%,-0.1%,5.8,?,0.6%[46.1 µM],-15.8%,0.1%
CN1C(=O)C(=Cc2cccnc2)C(=O)N(C)C1=O,-5.0%,-1.7%,-2.9%,-2.1%,0.3%,0.4%,8.3,19.4%,-6.3%,15.1%,0.6%
C[C@@H]1CCC2[C@@H](C)C(=O)O[C@@H]3OC4(C)CCC1[C@@]23OO4 (stereo partly specified),-1.5%,-0.7%,?,nt,-0.8%,-20.8%,-2.9,0.5%,0.8%,-1.7%,-1.1%
C[C@]12CC[C@H](O)C[C@@H]1CC[C@@H]1[C@@H]2CC[C@]2(C)[C@@H](C(=O)O)C[C@@H]12,0.0%,-4.1%,27.5%,4.5%,-0.2%,7.2%,0.7,13.9%,0.5%,12.3%,-0.6%
O=C(C1CC(c2ccccc2O)=NO1)N1CCC2(CC1)OCCO2 (stereo unspecified),0.3%,-0.8%,?,1.0%,-0.2%,nt,-3.9,-2.3%,3.7%,-0.3%,2.7%
COCc1cc(C2SCC(=O)Nc3c2c(=O)[nH]n3C(C)C)ccc1OC (stereo unspecified),0.0%,0.2%,14.0%,0.7%,-0.2%,-5.4%,-6.1,8.0%,4.0%,1.3%,0.5%
O=c1c2ccccc2nc(/C=C/c2ccccc2)n1-c1ccc(O)cc1,0.0%,-7.5%,?,15.3%,-0.5%,1.5%,1.7,?,3.9%,5.5%,-2.3%
CN1C(=O)C(=Cc2ccc(N(C)C)c([N+](=O)[O-])c2)C(=O)N(C)C1=O,-0.3%,nt,?,-3.9%,0.0%,nt,12.8,19.7%,nt,-2.9%,-4.0%
COc1ccc(C2=NS(=O)(=O)N(C)C(C(=O)N3CCC4(CC3)OCCO4)=C2)cc1OC,3.8%,-2.6%,-11.1%,15.4%,-0.3%,-5.8%,-7.6,0.0%,3.0%,4.0%,3.6%
COc1ccc(C(=O)NCc2cc3ccccc3n2C)cc1,-3.7%,0.1%,?,2.8%,-0.7%,2.2%,4.6,-4.5%,0.7%,-2.8%,-0.3%
COc1ccc(CNC[C@@H](CCCCN(C)Cc2ccc(OC)cc2)N2C[C@H](c3ccccc3)N(CCc3ccc(Cl)c(Cl)c3)C(=O)C2=O)cc1,-2.0%,-3.2%,-29.0%,-21.4%,-0.9%,?,2.5,?,0.1%,-3.1%,-2.7%
CC(C)(C)C(=O)Nc1ccc(S(=O)(=O)N2CC3CC(C2)c2cccc(=O)n2C3)cc1 (stereo unspecified),8.9%,nt,-10.5%,2.0%,-0.1%,-5.6%,0.5,6.1%,-1.1%,3.9%,-0.3%
NC(=O)c1sc2nc3c(c(-c4cccs4)c2c1N)CCCC3,-4.9%,nt,2.31µM*,10.7%,-0.3%,nt,-6.0,4.4%,-0.9%[46.1 µM],2.6%,1.4%
CCc1ccc(OCCCN=C(C)c2c(O)n(C)c(=O)n(C)c2=O)cc1,-1.5%,-1.0%,?,17.6%,-2.1%,5.3%,-12.0,2.6%,3.8%,-0.8%,0.5%
NC(=S)N/N=C/c1coc2ccccc2c1=O,2.4%,-0.7%,-10.2%,-2.1%,-0.6%,-0.4%,-7.4,?,-11.6%[46.1 µM],-15.1%,4.7%
O=C1C2CCCN2C(c2cccs2)N1c1ccccn1 (stereo unspecified),-3.4%,0.5%,2.0%,6.4%,0.4%,1.4%,17.5,1.0%,3.0%,9.9%,-0.1%
CCc1ccc(-c2nn(Cc3ccccc3)cc2C=O)cc1,2.6%,-2.5%,?,29.7%,-0.5%,0.0%,-11.7,-3.2%,3.5%,-4.2%,-1.7%
COc1cc(OC)cc(C(=O)Nc2ccc(Br)cc2C(=O)c2ccccc2)c1,-6.2%,-0.4%,-14.7%,-1.1%,-0.1%,7.2%,0.0,-0.5%,-4.6%[46.1 µM],-0.6%,-0.2%
C[C@]12CCC3C(CCC4=C/C(=N/OCC(=O)NC(CCC(N)=O)C(=O)O)CC[C@@]43C)C1CCC2O (stereo partly specified),0.6%,0.2%,?,-5.8%,-0.4%,-5.9%,1.2,-0.1%,12.2%,0.9%,-0.3%
COC(=O)C1=C(c2ccccc2OCc2ccccc2)C[C@@H]2CC[C@H]1N2C(=O)NCCOc1ccccc1,2.8%,-1.4%,?,22.7%,0.2%,?,-5.0,1.2%,1.4%,-2.4%,0.9%
COC(=O)C1=C(c2ccc(F)cc2OCc2ccccc2)C[C@@H]2CC[C@H]1N2C(=O)NCCOc1ccc(OC)cc1,14.6%,-0.2%,?,20.5%,0.1%,?,8.8,7.0%,-1.2%,4.1%,-8.0%
Cn1cccc1/C=C1\C(=O)NC(=O)N(Cc2ccco2)C1=O,-15.3%,-2.6%,-10.7%,-0.3%,0.4%,?,17.7,?,6.6%,-22.3%,-0.2%
O=C(NCC(c1cccnc1)N1CCN(c2ccccc2F)CC1)Oc1ccccc1 (stereo unspecified),-1.3%,-1.0%,-2.3%,0.1%,-0.2%,-1.4%,-12.3,8.4%,0.5%,12.1%,1.1%
ON1C2CCCCC2N(O)C1c1ccccc1 (stereo unspecified),-2.8%,-5.3%,2.8%,-2.3%,-0.2%,3.1%,5.0,?,-1.2%,13.1%,0.4%
CC(=O)Nc1ccccc1C(=O)OCC(=O)c1cccc2ccccc12,-3.1%,-4.1%,-8.5%,4.3%,-0.4%,-4.3%,9.8,-17.0%,-1.2%,-2.3%,2.5%
NC(=O)c1ccc(OCCC(O)N2CC=C(c3ccc(F)cc3)CC2)cc1 (stereo unspecified),?,-0.7%,-12.3%,-3.4%,0.0%,-7.3%,4.2,0.2%,-7.1%,1.0%,1.5%
COc1ccc(OC)c(C(O)C(C)N)c1 (stereo unspecified),0.3%,-0.5%,-1.2%,15.9%&-1.6%,-0.7%,-0.2%,-18.9&20.8,4.6%,0.3%,3.7%&3.1%,4.6%
